Shn3 3UTR inh: reduces Shn3 3'UTR luciferase signal in osteoblasts | Clone20 osteoblast Shn3 3'UTR firefly luciferase, 24 h | inhibition, % at 12.5 µM | 0.52% of 360,000 active | AID 588674;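 active means mean inhibition of at least 75% with every replicate also reaching 75%; inconclusive means mean inhibition at least 75% but some replicate below; inactive means mean inhibition below 75%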;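 further: 0% = median of neutral control wells and 100% = pilot-screen positive control compound; some compounds past the cut are filed as inactive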
Vif imaging: inhibitors of HIV Vif | AID 602346 | HEK293T cells, Vif self-association by quenched fluorescence, imaging, 24 h | 0.35% of 340,000 active | inhibition, % at 7.49 µM; in the data active means inhibition above about 50%, passing the limit was not always enough; inconclusive means no clear call, values can overlap the other calls; inactive means below about 31%; further: some results filed as inactive read as strong as hits
KKLEB tox: CF airway cell cytotoxicity counter-screen; KKLEB CF airway cells viability, ATPlite luminescence, overnight; hits give low values; cells stimulated with P. aeruginosa culture filtrate; activity change (cytotoxicity), % at 5 µM; 0.36% of 360,000 active; AID 602141;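 active means corrected activity change at or below -50% at 5 µM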
PDI turbidity: PDI (human) enzyme inhibition | P07237 | PDI insulin aggregation turbidity, A650, 90 min | inhibition, % at 10 µM | 0.052% of 350,000 active;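 active means mean inhibition across replicates of 30% or more, whatever share of single replicates reach that level; inconclusive means mean inhibition below 30% while every single replicate reaches 30%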;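 further: absorbance from insulin aggregation driven by PDI reduction with DTT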
Target sequence (P07237 whole entry, looked up): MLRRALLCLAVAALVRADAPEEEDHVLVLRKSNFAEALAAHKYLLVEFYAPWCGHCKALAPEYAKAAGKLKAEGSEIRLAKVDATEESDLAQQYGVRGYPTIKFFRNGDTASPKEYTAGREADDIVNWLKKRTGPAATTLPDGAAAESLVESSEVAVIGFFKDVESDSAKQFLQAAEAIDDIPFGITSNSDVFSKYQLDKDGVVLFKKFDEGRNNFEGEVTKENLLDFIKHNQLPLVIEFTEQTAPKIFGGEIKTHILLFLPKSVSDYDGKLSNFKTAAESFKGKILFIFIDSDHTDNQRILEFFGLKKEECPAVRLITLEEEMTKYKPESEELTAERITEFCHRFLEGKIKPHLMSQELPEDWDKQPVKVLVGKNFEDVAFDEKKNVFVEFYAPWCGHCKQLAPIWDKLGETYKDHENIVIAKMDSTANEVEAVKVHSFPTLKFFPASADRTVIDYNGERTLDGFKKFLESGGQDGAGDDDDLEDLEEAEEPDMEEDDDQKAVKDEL
HIF-2a block: HIF-2a inhibition; 786-0 RCC cells HIF-2a reporter, luciferase luminescence, overnight; inhibition, % at 18.8 µM; AID 624352; 0.72% of 360,000 active;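 active means inhibition of the luminescence signal of 40% or more relative to plate controls, in a single-dose primary screen at 18.75 µM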
TRPM1 prom inh: reduces MITF-dependent TRPM1 promoter luciferase signal | SK-MEL-5 TRPM1 promoter luciferase, 24 h | inhibition, % at 12.5 µM | 0.83% of 330,000 active;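 active means mean inhibition across replicates of 60% or more, whatever share of single replicates reaches that level; inconclusive means some that reach 60%, reason not given; inactive means mean inhibition across replicates below 60%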; further: values of inactives mirror those of a sister screen read the other way
NR2E3 ag-1: human photoreceptor-specific nuclear receptor agonism. AID 602229. CHO-S Gal4-NCOR/VP16-NR2E3 two-hybrid, luciferase. 0.35% of 360,000 active. Q9Y5X4. inhibition of corepressor binding, % at 3.98 µM;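 active means inhibition above the mean of all tested compounds plus 3 SD, cut at about 70% in these data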;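 further: 0% = DMSO with NR2E3 transfected cells and 100% = cells lacking NR2E3 construct; higher means lower luciferase signal from less NR2E3 corepressor binding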
Target sequence (Q9Y5X4 whole entry, looked up, the tested form may be a part): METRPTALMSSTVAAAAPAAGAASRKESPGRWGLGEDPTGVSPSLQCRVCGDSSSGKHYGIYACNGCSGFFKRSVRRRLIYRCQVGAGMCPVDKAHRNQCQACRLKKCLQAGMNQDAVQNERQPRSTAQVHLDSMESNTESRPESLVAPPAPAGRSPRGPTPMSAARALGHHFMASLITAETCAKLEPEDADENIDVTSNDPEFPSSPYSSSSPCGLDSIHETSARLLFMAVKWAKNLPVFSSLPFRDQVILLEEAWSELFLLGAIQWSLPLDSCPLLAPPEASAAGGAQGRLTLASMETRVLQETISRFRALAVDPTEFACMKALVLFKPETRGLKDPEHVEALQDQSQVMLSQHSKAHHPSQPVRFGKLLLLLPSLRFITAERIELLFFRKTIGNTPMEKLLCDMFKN
Peg3 prom inh: Peg3 promoter activity inhibition. 1.7% of 360,000 active. HeLa PEG-Prom luciferase reporter, luminescence, overnight. AID 588405. inhibition, % at 20 µM;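 active means inhibition of at least 50% at 20 µM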
CF NFkB inh: inhibitors of cystic fibrosis induced NF-kB | KKLEB NF-kB-GFP reporter, PAF-induced, GFP fluorescence overnight | inhibition, % at 5 µM | 0.86% of 360,000 active;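 active means at least 50% inhibition at 5 µM, scaled per plate between neutral and stimulator controls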;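 further: PAF is a Pseudomonas aeruginosa culture filtrate used as stimulus; plate controls were PAF-stimulated DMSO wells for no effect and unstimulated DMSO wells for full effect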
NR2E3 ag-2: agonists of human nuclear receptor NR2E3; GST-NR2E3/biotin-RetCOR TR-FRET, 1536-well; inhibition of corepressor binding, % at 4.78 µM; 0.12% of 320,000 active; AID 2300;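 active means percent inhibition above the cutoff of mean plus 3 SD of all tested compounds, set per screening campaign, cut at about 20% in these data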;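 further: 0% = DMSO wells and 100% = biotin wells as full block of FRET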
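Material: NR2E3–RetCOR corepressor complex / Amount: 1.35 nM GST-NR2E3 / Medium: Tris pH 7.5 / Compound: single nominal compound dose of 4.8 µM / Incubation: 5 h at 4 °C / Technique: TR-FRET, Eu(K)-anti-GST donor, streptavidin-D2 acceptor, ex 340, em 617/671 nm / Read-out basis: percent loss of FRET ratio relative to control wells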
CaV13 ICDI inh: Primary screen for inhibitors of IQ motif and Ca2+-dependent inactivation inhibitor domain binding in CACNA1D, Förster resonance energy transfer in living cells, … | HEK cells, CFP/YFP FRET ICDI-IQ, plate reader, 10 min; percent FRET-ratio fall versus neutral wells | inhibition, % at 12.3 µM | 0.098% of 340,000 active;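 active means mean replicate inhibition of at least 30% and at least 1% of replicates passing that level; inconclusive means only one of the two criteria is met; inactive means neither criterion is met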;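 further: 0% = median of the neutral control wells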
* marks the source's active call; other numbers are inactive results; ? = inconclusive; / = not tested or not shown.

Each structure is followed by: Shn3 3UTR inh	Vif imaging	KKLEB tox	PDI turbidity	HIF-2a block	TRPM1 prom inh	NR2E3 ag-1	Peg3 prom inh	CF NFkB inh	NR2E3 ag-2	CaV13 ICDI inh
1	c1ccc(NC2=Nc3cccc4cccc2c34)cc1
 : -10	-1	-3	-3	-113	-16	-35	-48	-2	0	-2
2	NC(=O)CC(NC(=O)c1ccc(Br)cc1)c1ccc(N2CCN(c3ccc(F)cc3)CC2)c([N+](=O)[O-])c1 (configuration not stated)
 : 31	-3	5	2	-1	-7	36	29	-29	3	-8
3	C=CCn1c(SCC(=O)N(CCOC)c2c(N)n(CCCC)c(=O)[nH]c2=O)nnc1-c1ccc(Cl)cc1
 : -7	5	4	3	2	-7	5	-8	7	0	-7
4	CSCCC(N=CC1=C(O)CC(C)(C)CC1=O)C(=O)O (configuration not stated)
 : 4	34	-5	-6	5	0	9	8	-4	1	-5
5	COc1cccc2c(Cl)c(CCCl)c(C)nc12
 : -4	0	-1	-7	-187	-23	-18	-113	-11	2	-13
6	O=C(CN1CCN(C(=O)c2ccc(OCc3cn4ccccc4n3)cc2)CC1)Nc1cccc(F)c1
 : 21	-2	19	-3	-50	-9	-1	-52	0	/	-7
7	COc1cccc(NC(=S)N(Cc2cccc(Br)c2)CC2CCC(C(=O)O)CC2)c1 (configuration not stated)
 : -11	-16	14	-3	8	3	17	4	-22	0	-4
8	COc1ccc(CN2CCC(C(=O)NC(c3ccc4c(c3)OCO4)c3ccccn3)CC2)cc1 (configuration not stated)
 : -11	8	29	-1	2	/	3	17	-35	/	-16
9	CC(=O)N1c2ccc(S(=O)(=O)NCCC(=O)NCc3ccc(N(C)C)cc3)cc2CC1C (configuration not stated)
 : -2	9	0	-3	0	8	-19	12	-12	1	-15
10	O=C(NN1C(=O)C2C3C=CC(O3)C2C1=O)c1ccccc1 (configuration not stated)
 : 15	1	10	3	15	2	-10	-4	-13	0	-4
11	COc1ccc(CN2CCc3ccccc3C2)c(OC)c1OC
 : 12	?	9	-7	7	-5	-10	-9	-6	0	-5
12	Cc1ccnc(NC(=O)c2cc(S(=O)(=O)N3CCCCC3)ccc2Cl)c1
 : 4	13	12	-6	16	-6	-11	9	12	3	-4
13	CC(C)(C)Cc1nnc(NS(=O)(=O)Cc2ccccc2)s1
 : 11	22	-10	7	-5	-12	-26	6	-7	-4	/
14	O=C(NCC(=O)N(CC1CCCO1)C(C(=O)NC1CCCCC1)c1ccccc1)c1cccs1 (configuration not stated)
 : 13	0	6	13	7	5	2	6	-14	-2	-10
15	COc1ccccc1C(C(=O)NCc1ccccc1)N(C(=O)c1csnn1)C1CC1 (configuration not stated)
 : 1	4	5	2	8	3	-29	5	-6	2	-2
16	COc1ccc(S(=O)(=O)Nc2ccc3c(c2)CC(=O)N([C@@H](C)CO)C[C@@H](C)[C@@H](CN(C)Cc2ccccc2)O3)cc1
 : -4	/	27	0	-8	-5	4	-1	-28	/	-10
17	Cc1ccc(C(=O)c2coc3ccc(O)cc23)cc1
 : 5	-3	8	1	-194	-70	-122	-220	4	/	-4
18	CC1(CO)COC2(OC1)C(=O)Nc1ccccc12 (configuration not stated)
 : -55	29	10	-1	13	-7	0	-15	-6	/	-5
19	COc1ccccc1C1c2ccc3ccccc3c2Oc2ncn(CCCO)c(=N)c21 (configuration not stated)
 : 18	3	-6	-3	1	62*	2	102*	16	2	/
20	Cc1cccc(C)c1NC(=O)COC(=O)c1cc(=O)[nH]c2ccccc12
 : 3	-3	-4	-4	7	3	-25	0	-6	1	-5
21	CC(=O)c1ccc(-n2nncc2C(C)(C)C)cc1
 : 2	-1	1	-5	20	-1	0	12	6	0	-9
22	Cc1ccc(C)c(NC(=O)CN2C(=O)CC(C)S(=O)(=O)c3ccccc32)c1 (configuration not stated)
 : -27	0	8	2	11	-2	-17	3	9	-1	-5
23	CCOc1ccccc1-n1c(SC(C)C(=O)NCC2CCCO2)nc2ccccc2c1=O (configuration not stated)
 : -2	-3	0	7	24	-1	3	22	-4	2	-5
24	CC1(C)CC(=O)c2cnc(NC(=O)Cc3ccc(Cl)cc3)nc2C1
 : -4	6	-2	6	5	11	-17	10	5	1	/
25	Cc1cc(-c2nnc(CCC(=O)NCc3cccc(C(F)(F)F)c3)o2)no1
 : -24	-3	-6	7	-55	-1	-18	-2	-2	0	-7
26	CCOc1ccc(CCN2C(=S)N([C@@H](Cc3ccc(O)cc3)CN3CCCC3CN3C(=S)NC[C@@H]3Cc3ccc(O)cc3)C[C@@H]2CC(C)C)cc1 (some centres not stated)
 : 21	-7	-14	14	-5	29	-7	14	45	/	-3
27	O=C(NCc1ccc(OC(F)(F)F)cc1)C1CC2Cn3c(nc4ccccc43)C2N1c1ccccc1 (configuration not stated)
 : 6	-9	-11	-1	5	-3	2	-1	14	1	-12
28	OCCC1CN(Cc2cccn2-c2cccnc2)CCN1C1CCCC1 (configuration not stated)
 : -3	-3	8	-3	13	-14	12	4	3	2	-3
29	CC1(c2ccccc2)NC(=O)N(CC(=O)Nc2cccc(/C=C/c3ccccn3)c2)C1=O (configuration not stated)
 : -22	-2	13	4	-98	-14	-31	-21	-18	4	-6
30	CCn1c(SCC(=O)Nc2nc(-c3ccccc3)cs2)nnc1-c1ccccc1
 : 1	-4	-8	-3	-58	-2	-29	4	-39	3	-4
31	Cc1ccc(/C=N/N2CCN(Cc3cccc4ccccc34)CC2)s1
 : -6	-3	1	1	2	1	-8	19	6	3	-7
32	Cc1ccccc1C(=O)Nc1ccc(S(=O)(=O)NCC2CCCO2)cc1 (configuration not stated)
 : 12	-10	10	-3	3	/	-1	11	-10	/	-9
33	Cn1nc(C(=O)NC2CCCCC2)c2c1-c1ccccc1SC2
 : -44	-4	15	/	-102	/	-38	-116	-9	-2	-6
34	CCCCC[C@@H](O)c1cc2ccccc2c(=O)o1
 : -16	7	-21	-5	-173	3	-79	-188	10	/	-11
35	O=C(NC1CCN(Cc2ccccc2)CC1)c1cc(S(=O)(=O)Nc2ccc(F)cc2)ccc1Cl
 : 38	-19	8	-6	6	16	-15	8	-20	/	-7
36	CC(/C=C1\SC(=S)N(CCCC(=O)Nc2ccc(C(=O)O)cc2)C1=O)=C\c1ccccc1
 : -24	12	29	-4	-78	-5	-2	-70	-15	-1	-6
37	Cc1ccc(C(=O)NCC(=O)N2CCN(c3cccc(Cl)c3)CC2)s1
 : 24	-5	-9	4	0	1	17	-4	10	/	-6
38	Cc1ccc(S(=O)(=O)N2CCCCC2)cc1C(=O)N1CCN(c2ccccn2)CC1
 : 6	-13	-4	3	19	-4	-6	7	-13	-1	-3
39	CCOC(=O)Cn1nc(C)c(NC(=O)c2ccc(Br)o2)c1C
 : -20	3	6	4	8	4	-5	-3	-4	-2	-4
40	Cc1cc(C)c2c(n1)sc1c(N3CCN(C)CC3)ncnc12
 : -31	14	-4	-6	-33	-20	-4	-32	-12	-3	-15
41	c1cc(-c2ccc(N3CCOCC3)cc2)n2cnnc2c1
 : -35	-3	-1	18	-76	/	-13	-34	-9	/	-3
42	CCc1nc2c(OCC(=O)C(C)(C)C)cccn2c1N(C)C(=O)COc1ccccc1
 : 1	12	-8	4	6	/	14	8	13	/	-5
43	C=CCOc1c(Cl)cc(CNc2nccs2)cc1OC
 : -6	-4	3	-2	16	2	14	2	9	1	-1
44	Cc1cc(=O)[nH]c(SCC(=O)NC(C)C2CC3CCC2C3)c1C#N (configuration not stated)
 : -1	-9	2	-4	15	1	-8	0	5	-5	-2
45	CCN(C[C@H]1N[C@@](Cc2ccccc2)(C(=O)OC)[C@H]2C(=O)N(Cc3ccccc3)C(=O)[C@@H]12)C(=O)c1ccccc1
 : 9	/	9	-8	11	5	-32	11	1	/	-10
46	CCOC(=O)[C@H]1[C@H]2COc3cc(OC)ccc3[C@@H]2N2C(=O)CN(CC3CCCO3)C(=O)[C@@]12C (some centres not stated)
 : -11	1	-2	11	7	-16	-17	-7	-4	2	-10
47	O=C(CSc1ccc(Cl)cc1)Nc1ccccc1
 : 5	-1	7	-21	-204	/	-20	-210	-16	/	-14
48	CCCCCc1ccc(OCCCC[n+]2ccccc2)c(CCCCC)c1
 : 90*	-13	-28	15	86*	87*	-5	95*	49	-1	/
49	CCCn1cc(S(=O)(=O)c2ccc(F)cc2)c(=O)c2cc(OCC)ccc21
 : 2	0	6	1	2	-3	-6	11	-7	3	-13
50	COC(=O)c1ccc(CSC2=NC[C@@H]3[C@@H]4C(=O)N(C)C(=O)[C@@H]4[C@](C)(C(=O)OC)N23)cc1
 : -12	8	0	12	2	-2	-5	-7	-5	/	-4
51	O=C(c1cnn2c(C(F)(F)F)cc(-c3cccs3)nc12)N1CCN(Cc2ccccc2)CC1
 : 7	-23	-11	-1	10	-3	19	33	0	1	-6
52	COc1ccc(OCc2nnc(SCC(=O)Nc3ccc(C)cc3)o2)cc1
 : -12	5	6	-5	-9	0	-1	4	-12	-3	-3
53	COc1ccc(NC(=O)c2oc3ccccc3c2C)cn1
 : -63	-2	9	-5	-148	-42	-58	-227	-8	-1	-5
54	Oc1ccccc1-c1cc(-c2ccc(F)cc2)n[nH]1
 : -95	11	7	-2	-269	-41	-158	-231	-14	-3	-5
55	O=c1c(C(c2ccc(Br)cc2)c2c(O)nc3n(c2=O)CCS3)c(O)nc2n1CCS2
 : 9	-9	18	1	7	1	-29	-17	12	0	-4
56	Cc1ccc(Cl)cc1-c1cc(C(=O)Nc2ccc(F)cc2)[nH]n1
 : -40	-1	19	5	-234	/	-43	-149	-8	/	-5
57	COc1ncc(-c2cccc3nccn23)c(OC)n1
 : 0	3	-3	1	9	/	12	4	6	/	-7
58	COC(=O)c1sccc1NC(=O)CC1NCCNC1=O (configuration not stated)
 : 2	-8	7	7	19	9	-9	13	-9	3	-17
59	COc1ccc(-n2nnnc2SCC(=O)N2CCN(C(=O)c3ccco3)CC2)cc1OC
 : -15	-4	-14	4	-6	9	12	18	4	1	-5
60	O=[N+]([O-])c1cccc(S(=O)(=O)NCc2ccccn2)c1
 : 5	5	-7	1	5	1	-23	3	1	-5	-4
61	Cc1ccc(S(=O)(=O)c2c(C)cc(C)nc2N2CCOCC2)cc1
 : 21	-12	9	-2	19	-7	3	8	7	-3	-6
62	O=C(NC1CCCCCC1)C1CCN(S(=O)(=O)c2c(Cl)cccc2Cl)CC1
 : 20	2	7	2	2	-4	21	13	-42	4	-6
